# TPT1 inhibitor – C. albicans TPT1 enzyme inhibition; recombinant caTPT1, FP RNA substrate dephosphorylation; inhibition, % at 5 µM; hit rate 0.81% among 300,000;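 active = inhibition above the mean of all tested compounds plus 3 SD, set per screening campaign, cut at about 24% in these data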;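 note: plate controls were DMSO alone for no effect and ferristatin control at 100 nM for full effect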
# Fh CTSL1 inh – counter-screen for PFM18AAP inhibitors: inhibitors of F. hepatica cathepsin L1; recombinant F. hepatica cathepsin L1, Z-Leu-Arg-MCA fluorescence; inhibition, % at 5.96 µM; hit rate 0.49% among 300,000; AID 1906;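 active = inhibition above the mean of all tested compounds plus 3 SD, set per screening campaign, cut at about 17% in these data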;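 note: 0% = plate median of test compound wells and 100% = 1 µM Z-Phe-Ala-diazomethylketone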
# AHR act – human AHR activation; hit rate 2.5% among 320,000; P35869; AHR-responsive luciferase reporter cells, luminescence; AID 2796; activation, % at 5 µM; in the data active = activation above about 47%;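 note: 0% = vehicle wells and 100% = reference agonist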
# procasp3 activ – procaspase-3 (human) activation. recombinant procaspase-3 D3A, Ac-DEVD-pNA absorbance 405 nm. activation, % at 8.5 µM. hit rate 0.11% among 330,000;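 active = activation above the mean of all tested compounds plus 3 SD, cut at about 21% in these data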;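 note: 0% = DMSO alone and 100% = DMSO wells spiked with extra 5 µM PC-3 D3A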
# Target sequence (P42574 whole entry D9A/D28A/D175A): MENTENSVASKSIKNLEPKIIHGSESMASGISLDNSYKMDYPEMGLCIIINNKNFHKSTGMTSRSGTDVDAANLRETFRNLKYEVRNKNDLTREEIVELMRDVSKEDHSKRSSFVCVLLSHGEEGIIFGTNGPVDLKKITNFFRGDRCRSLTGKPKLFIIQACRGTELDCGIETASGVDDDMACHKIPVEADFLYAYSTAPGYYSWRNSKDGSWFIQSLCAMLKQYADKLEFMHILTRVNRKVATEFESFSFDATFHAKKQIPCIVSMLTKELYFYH
#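 Assay system: Procaspase-3 D3A mutant, all three cleavage aspartates alanine. Buffer or medium: Zinc-free HEPES saline buffer with Triton X-100. Times: 1 h compound preincubation, 2 h substrate hydrolysis at 25 °C. Measured by: 405 nm absorbance of p-nitroaniline, reads at 0 and 120 min. Read-out basis: percent activation relative to control range. Replicates: singlicate.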
# PAFAH2 inh – inhibitors of human PAFAH2; Q99487; recombinant PAFAH2, FP-rhodamine activity probe, fluorescence polarization; inhibition, % at 3.39 µM; hit rate 0.99% among 340,000; AID 492956;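 active = inhibition above the mean over all tested compounds plus 3 SD, cut at about 30% in these data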;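 note: inhibitors block probe labeling of enzyme so polarization drops; 0% = enzyme with DMSO and 100% = wells lacking PAFAH2 protein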
# PP1 inh – blocks human PP1-alpha phosphatase, a PP5 counter-screen; hit rate 0.9% among 320,000; purified PP1alpha, OMFP fluorescence; AID 2235; inhibition, % at 6.7 µM; P62136;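 active = inhibition above the mean inhibition of all tested compounds plus 3 SD, computed separately for each screening campaign, cut at about 15% in these data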
# Target sequence (P62136 whole entry, looked up): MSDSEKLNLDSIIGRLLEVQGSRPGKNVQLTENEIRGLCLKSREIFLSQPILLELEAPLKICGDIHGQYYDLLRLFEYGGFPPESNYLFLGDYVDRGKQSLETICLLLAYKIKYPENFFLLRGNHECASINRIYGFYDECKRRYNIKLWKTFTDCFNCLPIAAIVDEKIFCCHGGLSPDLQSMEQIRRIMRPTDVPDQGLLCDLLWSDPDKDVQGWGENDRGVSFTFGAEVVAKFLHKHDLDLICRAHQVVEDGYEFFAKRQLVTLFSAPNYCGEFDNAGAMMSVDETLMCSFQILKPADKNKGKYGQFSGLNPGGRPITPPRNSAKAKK
# proCasp7 act – counter-screen for procaspase-3 activators: activators of human procaspase-7 | recombinant procaspase-7, Ac-DEVD-pNA absorbance 405 nm; D23A/D198A/D206A triple mutant, cannot self-cleave; scale: DMSO 0, 5 µM enzyme 100 | activation, % at 8.5 µM | hit rate 0.093% among 330,000 | AID 463210;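 active = percent activation above the screen-wide mean plus 3 SD, cut at about 25% in these data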
# Target sequence (P55210 whole entry D23A/D198A/D206A): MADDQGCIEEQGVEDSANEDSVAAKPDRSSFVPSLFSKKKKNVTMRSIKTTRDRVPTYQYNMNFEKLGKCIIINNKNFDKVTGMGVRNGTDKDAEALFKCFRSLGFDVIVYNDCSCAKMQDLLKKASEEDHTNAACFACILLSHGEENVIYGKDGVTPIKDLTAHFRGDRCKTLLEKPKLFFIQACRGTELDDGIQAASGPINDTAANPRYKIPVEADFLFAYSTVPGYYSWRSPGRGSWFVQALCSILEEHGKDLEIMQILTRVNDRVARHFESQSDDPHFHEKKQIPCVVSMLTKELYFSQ
#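 Assay system: Uncleavable procaspase-7 mutant enzyme / Input: 2 µM procaspase-7 mutant as dispensed / Dosing: single nominal 8.5 µM compound dose, 0.8% DMSO final / Timing: 1 h enzyme–compound preincubation and 2 h substrate reaction, both 25 °C / Detection: p-Nitroaniline absorbance at 405 nm, read at 0 and 120 min / Replication: singlicate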
# PP5 primary – PP5 (human) phosphatase inhibition; P53041; purified PP5c, OMFP substrate fluorescence; inhibition, % at 6.7 µM; hit rate 0.18% among 320,000;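 active = inhibition above the campaign's mean inhibition across all tested compounds plus 3 SD, cut at about 9.5% in these data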;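 note: 0% = DMSO only and 100% = 100 µM cantharidin control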
# core dimer inh – blocks dimerization of HCV core protein; TR-FRET GST/Flag-core106 dimerization, 1536-well; inhibition, % at 5 µM; hit rate 0.33% among 300,000; AID 1899;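 active = inhibition above the mean of all tested compounds plus 3 SD, set per screening campaign, cut at about 45% in these data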
#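 Assay system: tagged HCV core106 pair (GST and Flag); medium: KF-containing HEPES buffer, pH 7.45, DTT, CHAPS, BSA; also added: Eu donor and XL665 acceptor anti-tag antibodies; dosing: 5 µM single dose; timing: compound-protein-antibody incubation 4 h at 22.5 °C; signal: TR-FRET 671 and 617 nm emission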
# * marks the source's active call; other numbers are inactive results; · = not tested or not shown; & = joins results of further samples. A portion of the library (hit frequency here may not be typical).
# Values run as follows: TPT1 inhibitor | Fh CTSL1 inh | AHR act | procasp3 activ | PAFAH2 inh | PP1 inh | proCasp7 act | PP5 primary | core dimer inh
C/C=C1\CN2[C@H]3C[C@@]45c6ccccc6N(C)[C@H]4[C@@H]2CC1C3[C@H]5O (stereo not given in full)
  -4 | -2 | 1 | 6 | -2 | -5 | 8 | 0.8 | -1
CCOC(=O)Cn1cc([N+](=O)[O-])nc1[N+](=O)[O-]
  0 | 18* | -1 | 2 | -5 | -2 | 13 | 2.3 | -2
COC(=O)C1=C(c2cccc(OCc3ccccc3)c2)C[C@@H]2CC[C@H]1N2C(=O)NCc1ccc([N+](=O)[O-])cc1
  · | · | -1 | 0 | -3 | 11 | 13 | 1.6 | ·
CCCCCCC(=O)c1c(O)n(-c2ccccc2OC)c(=O)[nH]c1=O (tested in a mixture with another compound)
  -2 | 6 | -2 | -1 | · | 0 | 1 | -0.2 | -1
Cc1ccc(CN2C3CCCC2CC(NC(=O)Nc2cccc(F)c2)C3)cc1 (stereo not given)
  -3 | -1 | 6 | 0 | -4 | -5 | 1 | -2.3 | -4
COc1cc(CC2(CCc3ccncc3)C(=O)NC(=O)NC2=O)cc(OC)c1OC
  -1 | -1 | -1 | -4 | 6 | 5 | 9 | 1.1 | -2
COC(=O)c1ccc(CC(C(=O)c2ccccc2)N(C)C)cc1 (stereo not given)
  2 | 8 | -1 | 2 | 2 | -3 | -1 | 2.5 | 9
COc1ccccc1NC(=O)COC(=O)c1cn(C)c2ccccc12
  · | · | 5 | 2 | 10 | -4 | -4 | 4.8 | ·
Cc1ccc(-c2nc3ccccc3c(=O)n2-c2ncccc2C)cc1
  4 | -2 | 13 | -2 | -1 | 0 | -5 | -1.0 | -1
CCc1cc2c(s1)NC(=O)CN=C2c1cccs1
  1 | 0 | -1 | -5 | 2 | 1 | 16 | -0.2 | -1
Fc1ccccc1CN1CCN(c2ccc(Cl)cc2)CC1
  0 | 1 | 2 | 0 | 7 | 5 | 0 | 0.8 | 0
COc1cc(C(CN)CC(=O)O)ccc1O (stereo not given)
  -6 | -1 | 0 | 5 | 3 | -5 | 0 | -1.2 | 1
CCCC(C)C1(CC)C(=O)NC(=Nc2ccc(F)cc2)NC1=O (stereo not given)
  -3 | 9 | 6 | -2 | 4 | -5 | -5 | 3.8 | -5
Cc1ccccc1Cc1c(C)nc2nc(SCC(=O)N3CCC4(CC3)OCCO4)nn2c1C
  -3 | 2 | 1 | 0 | -5 | -6 | 13 | 4.1 | 14
Cc1cc(C(=O)CN2CCCC2)c(C)n1-c1ccc(F)cc1
  0 | 2 | 1 | 3 | -5 | -3 | 3 | 0.2 | -2
Cc1ccc2c(c1)CC1(CN2C)C(=O)NC(=O)N(CCC2=CCCCC2)C1=O (stereo not given)
  -2 | 0 | 9 | 3 | 16 | 3 | -9 | -0.6 | 15
CN1C(=O)C(c2ccccc2)C(=O)N(C)C1=O
  -1 | -3 | -2 | -3 | · | 0 | 0 | -0.3 | -1
CCC(=NCC1CCCO1)c1c(O)n(-c2ccc(Cl)cc2)c(=O)[nH]c1=O (stereo not given)
  -3 | -4 | -5 | -4 | 2 | -3 | 2 | 1.7 | 1
CN1CCN(c2ncnc3c2cnn3C)CC1
  -14 | -5 | 1 | -2 | · | -5 | -3 | 2.5 | -1
N#CC(C#N)=Cc1ccc(N2CCOCC2)cc1
  9 | 4 | 2 | -8 | -4 | -3 | 4 | 0.1 | 4
COC(=O)C1=C(c2ccc(Cl)c(C(F)(F)F)c2)C[C@@H]2CC[C@H]1N2C
  · | · | 0 | 1 | 6 | -3 | 5 | -0.5 | ·
CC(=NCc1ccc2c(c1)OCO2)c1c(O)n(C)c(=O)n(C)c1=O
  -3 | -1 | 58* | 7 | 0 | 2 | 5 | 1.2 | 0
CCCC1C(C#N)=C(N)Oc2c1c(=O)oc1ccccc21 (stereo not given)
  -1 | -2 | 0 | -3 | -2 | -5 | 6 | -1.0 | 2
CN1C(=O)C(=Cc2cn(CC(=O)N3CCCC3)c3ccccc23)C(=O)N(C)C1=O
  8 | -3 | -5 | 3 | 13 | 2 | -5 | 0.9 | -3
O=c1[nH]c(=S)n(Cc2ccc(F)cc2)c(O)c1C=NCC1CCCO1 (stereo not given)
  1 | 8 | -1 | 4 | 3 | 0 | 7 | 2.7 | 2
Cc1cc(OC(=O)CCCNC(=O)OC(C)(C)C)c2c3c(c(=O)oc2c1)CCC3
  -2 | -25 | -1 | 0 | 8 | -4 | 9 | -2.2 | 2
Fc1ccc(CCNCc2ccc(Cl)c(Cl)c2)cc1
  -1 | -1 | -5 | -3 | 0 | -1 | -7 | 4.8 | -13
O=C(CCC(=O)N1CCOc2ccc(Cl)cc21)N1CCC2(CC1)OCCO2
  -3 | -1 | 1 | 0 | 3 | -6 | -9 | 4.2 | 1
COc1ccc(-n2nc(C(=O)NCC(=O)N3CCC4(CC3)OCCO4)c3ccccc3c2=O)c(OC)c1
  1 | 4 | 4 | 5 | -13 | -5 | 11 | 1.5 | -3
CC(C)(C)N(NC(=O)c1ccccc1)C(=O)c1ccccc1
  3 | -2 | 0 | 2 | 4 | -2 | 2 | 1.9 | -4

# Continued (six carried over from the part before).
# Values run as follows: TPT1 inhibitor | Fh CTSL1 inh | AHR act | procasp3 activ | PAFAH2 inh | PP1 inh | proCasp7 act | PP5 primary | core dimer inh
O=c1[nH]c(=S)n(Cc2ccc(F)cc2)c(O)c1C=NCC1CCCO1 (stereo not given)
  1 | 8 | -1 | 4 | 3 | 0 | 7 | 2.7 | 2
Cc1cc(OC(=O)CCCNC(=O)OC(C)(C)C)c2c3c(c(=O)oc2c1)CCC3
  -2 | -25 | -1 | 0 | 8 | -4 | 9 | -2.2 | 2
Fc1ccc(CCNCc2ccc(Cl)c(Cl)c2)cc1
  -1 | -1 | -5 | -3 | 0 | -1 | -7 | 4.8 | -13
O=C(CCC(=O)N1CCOc2ccc(Cl)cc21)N1CCC2(CC1)OCCO2
  -3 | -1 | 1 | 0 | 3 | -6 | -9 | 4.2 | 1
COc1ccc(-n2nc(C(=O)NCC(=O)N3CCC4(CC3)OCCO4)c3ccccc3c2=O)c(OC)c1
  1 | 4 | 4 | 5 | -13 | -5 | 11 | 1.5 | -3
CC(C)(C)N(NC(=O)c1ccccc1)C(=O)c1ccccc1
  3 | -2 | 0 | 2 | 4 | -2 | 2 | 1.9 | -4
Cc1cccc(CN2CCCC(C(=O)c3ccc4c(c3)OCO4)C2)n1 (stereo not given)
  -1 | 8 | 8 | 0 | -3 | -1 | -9 | -0.8 | -2
COC1C(OC(=O)c2ccc(C)[nH]2)C(O)C(Oc2ccc3c(O)c(NC(=O)c4ccc(O)c(CC=C(C)C)c4)c(=O)oc3c2Cl)OC1(C)C (stereo not given)
  -6 | 3 | 0 | 2 | 14 | 24* | 4 | 6.3 | 14
CCN1CCN(Cc2cc(C(C)(C)C)c(O)c(C(C)(C)C)c2)CC1
  -4 | 2 | 0 | -15 | · | -1 | -4 | 0.3 | -6
COC(=O)c1c(C)[nH]c(C(=O)C(Cc2ccccc2)N(C)C)c1C (stereo not given)
  5 | 3 | 10 | -6 | 2 | -3 | 7 | 2.3 | -9
O=P(Oc1ccccc1)(Oc1ccccc1)C(O)c1ccc(Cl)cc1 (stereo not given)
  -3 | -3 | 0 | 0 | 14 | 7 | 6 | 2.0 | -5
COC(=O)C1=C(c2ccccc2)C[C@@H]2CC[C@H]1N2C(=O)N1CCC(O)CC1
  2 | 0 | -1 | 2 | 0 | -3 | 6 | -0.4 | 8
CC(C(=O)N1CCC2(CC1)OCCO2)C1Sc2ccccc2NC1=O (stereo not given)
  -2 | 0 | 1 | 4 | 4 | -4 | 3 | -2.9 | -7
CCCCn1c(O)c(C=NCc2ccc3c(c2)OCO3)c(=O)[nH]c1=O
  -2 | -6 | 25 | -6 | 8 | 0 | 3 | 0.4 | 0
COC(=O)C1=C(c2ccccc2OCc2ccccc2)C[C@@H]2CC[C@H]1N2C(=O)NC1CCN(Cc2ccccc2)CC1
  · | · | 1 | 5 | 4 | 3 | -8 | 3.1 | ·
Cc1nc2ccccc2c(=O)n1-c1cccc([N+](=O)[O-])c1
  -3 | -2 | 5 | 6 | -3 | -1 | 5 | 3.3 | -6
CC1=NOC2(C)Nc3ncnn3C(c3ccccc3)C12 (stereo not given)
  -4 | 5 | -3 | 10 | 2 | -7 | 2 | 5.7 | -3
C[C@]12CCC(=O)CC1CCC1C2CC[C@]2(C)C(OC(=O)CCC(=O)O)CCC12 (stereo not given in full)
  -1 | 4 | 0 | 0 | 0 | -2 | -3 | -0.2 | 4
CCc1ccc(N2C(=O)NC(=O)/C(=C/c3cccn3CCOc3ccc(C(C)CC)cc3)C2=O)cc1 (stereo not given)
  1 | 4 | -6 | -4 | 8 | 2 | 0 | 2.5 | 10
Nc1cncc(C(=O)O)c1
  -3&-6 | -2&7 | 0&-1 | 7&4 | -2&8 | -8&-1 | 5&-7 | 0.5&0.5 | 0&1
CCC(C)n1c(O)c(C=NCc2cccnc2)c(=O)[nH]c1=S (stereo not given)
  -3 | 1 | 6 | -3 | 10 | 9 | 4 | 0.5 | -1
Cc1nn(Cc2ccccc2)c(Cl)c1C(=O)NC1CCCc2ccccc21 (stereo not given)
  0 | 0 | 5 | -1 | 6 | -4 | 4 | 0.7 | 8
CCC(=O)O[C@@H]1[C@@H](OC(C)=O)[C@@]2(O)C(C[C@H](O)C2(C)C)[C@](C)(O)[C@H]2CC[C@@H]3[C@@H](O)[C@]12C[C@@]3(C)O (stereo not given in full)
  2 | 2 | -1 | 3 | 4 | -4 | 0 | 3.2 | -11
CN1CCN(S(=O)(=O)c2cnc(Cl)c(Br)c2)CC1
  1 | -4 | 3 | 0 | -2 | -2 | 7 | 0.0 | -5
CC(=O)N1CC(=O)Nc2ccc(Cl)cc2C1c1ccc(F)cc1 (stereo not given)
  1 | -4 | 0 | -11 | 4 | 1 | -7 | 3.9 | -3
O=C1CN=C(c2ccccc2F)c2cc(Cl)ccc2N1
  -1 | -6 | 2 | -1 | -3 | 2 | -14 | 0.8 | -11
C[C@]12CC[C@H](O)CC1=CC[C@@H]1[C@@H]2CC[C@]2(C)C(=O)CC[C@@H]12
  -2 | 5 | 0 | -7 | 0 | -2 | 6 | -0.2 | 1

# High-throughput results deposited in PubChem BioAssay by The Scripps Research Institute Molecular Screening Center.
